KOR beta-arrestin-1 – KOR antagonists, beta-arrestin recruitment, cell-based, luminescence, uHTS (AID 1778) | Kappa-type opioid receptor (Homo sapiens) | 290,000 compounds, 0.091% hits | inhibition, % at 10 µM; hits with a dose series show IC50 in µM | KOR beta-arrestin recruitment, luminescence, antagonist mode; higher % means a stronger effect; note: strong numbers were not always called active
GPR55 activation – GPR55 agonists via beta-arrestin recruitment, primary screen, imaging, U2OS cells, beta-arrestin-GFP redistribution (AID 1961). G-protein coupled receptor 55 (Homo sapiens). U2OS GPR55 beta-arrestin-GFP redistribution imaging; higher % means a stronger effect. activation, % at 10 µM; hits with a dose series show EC50 in µM. 290,000 compounds, 0.048% hits;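 active = activation above 40% with more than 50 cells counted in the well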;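 note: U2OS osteosarcoma cells stably expressing GPR55 and beta-arrestin-GFP; plate controls were DMSO negative control for no effect and LPI positive control for full effect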
CSM14.1 death rescue – rescue of cells from ER stress-induced death, primary screen, 384-well, CSM14.1, thapsigargin, ATP luminescence (AID 1222); one-dose cellular ATP content (survival), % at 20 µM; EC50 in µM for titrated hits; CSM14.1 thapsigargin-induced death rescue, ATP luminescence; higher % means a stronger effect; 190,000 tested, under 10 active;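 active = EC50 below 50 µM in the dose-response confirmation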;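 note: death triggered by thapsigargin at about 15 µM added after 2 h compound pretreatment; cell ATP read after overnight thapsigargin exposure of roughly 18 to 22 hours; normalized against plate controls of thapsigargin alone and 5% DMSO vehicle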
Yfh1-depleted yeast – enhancers of respiration in Yfh1-depleted yeast, dose response, Friedreich's ataxia, plus single-dose screen (AID 1465); S. cerevisiae Yfh1-off respiration, WST-1 reduction, 72 h; higher fold induction means a stronger effect; one-dose fold induction at 50 µM; EC50 in µM for titrated hits; 220,000 compounds, 0.074% hits;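 active = fold induction of absorbance versus untreated yeast above a set limit, then at least 30% activation at any dose in follow-up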;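 note: activators that raise dye reduction in frataxin-depleted yeast; strong numbers were not always called active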
NOD1 NF-kB reporter – NOD1 signaling inhibitors, primary screen, cell-based, luminescence, uHTS (AID 1578); 290,000 compounds, 1% hits; inhibition, % at 4 µM, or EC50 in µM where a hit was titrated; NOD1-driven NF-kB luciferase reporter cells, luminescence; higher % means a stronger effect; in the data active = inhibition mostly above about 36%, no sharp cut-off; inactive = mostly below about 34%;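 note: HEK-293T reporter cells stimulated with the NOD1 agonist gamma-tri-DAP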
NTR1 agonist – agonists of NTR1, primary screen, imaging, U2OS cells, beta-arrestin-GFP, high content (AID 493036); NTR1-U2OS beta-arrestin-GFP spot imaging, agonist mode; activation, % at 20 µM; 330,000 compounds, 0.17% hits;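 active = activation at or above 40% of the spot to cytoplasm intensity ratio, with at least 20 cells analyzed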;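 note: 0% = DMSO without peptide and 100% = 100 nM NTR1 peptide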
Target sequence (P30989 whole entry, looked up): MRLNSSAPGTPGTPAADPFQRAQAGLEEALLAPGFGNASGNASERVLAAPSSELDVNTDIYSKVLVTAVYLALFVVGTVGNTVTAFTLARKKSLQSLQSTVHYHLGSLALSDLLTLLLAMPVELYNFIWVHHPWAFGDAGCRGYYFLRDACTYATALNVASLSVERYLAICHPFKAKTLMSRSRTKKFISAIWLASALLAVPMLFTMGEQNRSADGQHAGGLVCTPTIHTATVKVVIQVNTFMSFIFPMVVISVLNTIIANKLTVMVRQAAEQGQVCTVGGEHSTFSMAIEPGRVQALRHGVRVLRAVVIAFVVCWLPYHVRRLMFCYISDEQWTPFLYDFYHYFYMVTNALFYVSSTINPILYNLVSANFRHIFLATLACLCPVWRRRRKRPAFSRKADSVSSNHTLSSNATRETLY
KOR beta-arrestin-2 – KOR agonists, beta-arrestin recruitment, primary screen, cell-based, luminescence, uHTS (AID 1777); 280,000 compounds, 0.02% hits; activation, % at 10 µM; hits with a dose series show EC50 in µM; KOR beta-arrestin recruitment, luminescence; higher % means a stronger effect; Kappa-type opioid receptor (Homo sapiens); in the data active = activation above about 50%, passing the limit was not always enough; note: a part of the inactive calls stands beside numbers as strong as those of hits
TNAP activators – human TNAP enzyme activators, primary screen, biochemical, luminescent, no phosphate acceptor, uHTS (AID 1001). Alkaline phosphatase, tissue-nonspecific isozyme (Homo sapiens). purified TNAP, luminescent activation assay, no phosphate acceptor; higher activation fold means a stronger effect. activation fold at 20 µM, or EC50 in µM where a hit was titrated. 200,000 compounds, 0.03% hits; in the data active = activation fold from about 3, or a potency from the dose series; inactive = the rest, 99 in 100 with activation fold below about 1.6; note: many of its hits are not listed in these tables
NOD2 inhibition – NOD2 signaling inhibitors, cell-based, luminescence, uHTS, HEK293 (AID 1566); HEK293 NOD2/NF-kB luciferase reporter, luminescence; higher % means a stronger effect; inhibition, % at 4 µM, or EC50 in µM where a hit was titrated; 290,000 compounds, 0.63% hits; note: many of its hits are not listed in these tables
NTR1 agonist cell count 20 µM – also measured in NTR1 agonist; calls as there; cell count; measured here: cell count, cytotoxicity flag
* marks the source's active call; other numbers are inactive results; i = inactive; . = not tested or not shown; [ ] = remark or other dose. Cut-off read from the data, not from the text of the source, unless noted: active = inhibition above about 50%; inactive = the rest. These rows are one share of the data; rates above refer to the full screens.

Molecule	KOR beta-arrestin-1	GPR55 activation	CSM14.1 death rescue	Yfh1-depleted yeast	NOD1 NF-kB reporter	NTR1 agonist	NTR1 agonist cell count 20 µM	KOR beta-arrestin-2	TNAP activators	NOD2 inhibition
Cc1cc(/C=N/NC(=O)C(=O)NCc2ccccn2)c(C)n1-c1cccc(Br)c1	29%	0.2%	2.4%	i	-19%	3.0	88	-6.0%	1.9	15%
CO/N=C(\N)c1nonc1N	16%	0.4%	.	i	9%	-1.2	47	0.7%	.	18%
COc1cc(/C=N\Nc2nc(-c3ccc(C)cc3)c(NC(C)=O)s2)ccc1O	-56%	-0.3%	.	i	-10%	1.2	58	-0.9%	.	0%
CC(C)(C)C(=O)CSc1ncnc2c1cnn2-c1ccccc1	-8%	-0.3%	.	i	-3%	5.2	47	4.7%	.	-184%
CC(=O)c1cccc(NC(=O)c2nc(-c3ccccc3)oc2C)c1	4%	0.6%	-1.3%	i	-15%	1.2	68	1.7%	1.1	14%
O=C(CN1CCC(Cc2ccccc2)CC1)Nc1ccc2c(c1)OCCO2	-24%	-0.1%	4.5%	i	-2%	3.6	85	0.0%	1.1	4%
COc1ccc(C(=O)NC(=S)N(C)C2CCCCC2)cc1	0%	0.2%	.	.	-63%	0.4	60	-2.3%	.	-8%
Cc1ccc(S(=O)(=O)N2CCN(c3c([N+](=O)[O-])cc(C(F)(F)F)cc3[N+](=O)[O-])CC2)cc1	-12%	0.6%	3.7%	i	2%	1.4	62	5.2%	1.1	10%
Cc1ccc(S(=O)(=O)NCCC(=O)N2CCN(c3cccc(Cl)c3)CC2)cc1C	-15%	-0.1%	.	.	-2%	0.1	54	0.3%	.	-3%
NC(=O)COC(=O)c1ccc(NS(=O)(=O)c2ccc3c(c2)OCCO3)cc1	5%	0.4%	.	i	-10%	1.0	58	2.5%	.	-2%
COc1ccc(N2C(=O)C(CN3CCCCC3)C2c2ccccc2)cc1 (stereo not drawn)	-39%[20 µM]	0.6%	-2.3%	i	4%	2.5	37	3.6%	1.1	11%
Cc1ccc(C(=O)NC(C)C2CC3CCC2C3)c(C)c1 (stereo not drawn)	-28%	0.2%	.	.	-4%	2.9	48	2.4%	.	-12%
Cc1ccc(S(=O)(=O)N(C)Cc2ccc(C(=O)NN=C3C4CC5CC(C4)CC3C5)cc2)cc1	7%	-0.2%	0.2%	i	-9%	-0.5	67	-3.2%	1.2	11%
c1ccc(Cn2ncc3c(N4CCN(C(c5ccccc5)c5ccccc5)CC4)ncnc32)cc1	-30%[20 µM]	0.0%	.	.	20%	3.3	61	-6.3%	.	15%
Cc1cc(C)cc(N(C(C)C(=O)NCCC2=CCCCC2)S(C)(=O)=O)c1 (stereo not drawn)	-25%	0.3%	-0.8%	i	15%	1.8	81	-7.6%	1.1	2%
COc1cccc(CC(Cc2nc3ccccc3[nH]2)c2nc3ccccc3[nH]2)c1 (stereo not drawn)	-1%	1.2%	-1.7%	i	7%	1.2	50	-2.3%	1.5	-28%
C#CCOCCOCCOCCNc1nc(N2CCN(C(=O)[C@H]([C@@H](C)CC)n3cc([C@@H](N)Cc4ccc(O)cc4)nn3)CC2)nc(N2CCN(C(=O)[C@H](CCCCN)n3cc([C@@H](N)CO)nn3)CC2)n1	14%	0.1%	0.0%	.	8%	-0.9	78	22%	1	10%
Cn1c(N2CCOCC2)c(/C=N/O)c2ccccc21	-18%[20 µM]	0.5%	1.6%	i	-22%	-4.1	16	-2.7%	1.1	10%
NNC(=O)CC(=O)NC1(Cc2ccc(O)cc2)CCCCC1	-14%	0.3%	-1.5%	i	42%	4.7	50	2.2%	1	4%
O=C(COC(=O)Cc1cccc(C(F)(F)F)c1)Nc1ccc2c(c1)OCCO2	-1%	0.0%	-0.1%	i	-4%	-0.4	85	1.2%	1	20%

Two entries from above, set out differently.
SMILES: COc1ccc(N2C(=O)C(CN3CCCCC3)C2c2ccccc2)cc1 (stereo not drawn)
- KOR beta-arrestin-1: -39%[20 µM]
- GPR55 activation: 0.6%
- CSM14.1 death rescue: -2.3%
- Yfh1-depleted yeast: i
- NOD1 NF-kB reporter: 4%
- NTR1 agonist: 2.5
- NTR1 agonist cell count 20 µM: 37
- KOR beta-arrestin-2: 3.6%
- TNAP activators: 1.1
- NOD2 inhibition: 11%

SMILES: Cc1ccc(C(=O)NC(C)C2CC3CCC2C3)c(C)c1 (stereo not drawn)
- KOR beta-arrestin-1: -28%
- GPR55 activation: 0.2%
- CSM14.1 death rescue: .
- Yfh1-depleted yeast: .
- NOD1 NF-kB reporter: -4%
- NTR1 agonist: 2.9
- NTR1 agonist cell count 20 µM: 48
- KOR beta-arrestin-2: 2.4%
- TNAP activators: .
- NOD2 inhibition: -12%

(more compounds)
Molecule	KOR beta-arrestin-1	GPR55 activation	CSM14.1 death rescue	Yfh1-depleted yeast	NOD1 NF-kB reporter	NTR1 agonist	NTR1 agonist cell count 20 µM	KOR beta-arrestin-2	TNAP activators	NOD2 inhibition
CCNc1ccc(C(=O)OCC(=O)N(Cc2ccccc2)C(C)(C)C)cc1[N+](=O)[O-]	35%	0.3%	-2.1%	i	-14%	1.6	91	-6.2%	1	8%
CCOC(=O)c1ccc(NC(=O)CSc2nnc(CCc3ccc(C)o3)n2-c2ccccc2)cc1	-5%	-0.3%	-2.2%	i	-19%	1.7	53	3.0%	1.1	16%
CCN1C(=O)c2cccc3c(NC(=O)c4ccccc4)ccc1c23	-10%	-0.2%	0.3%	i	-12%	-0.6	38	1.8%	1	4%
O=C(NCc1ccco1)C1CCN(C(=O)Cc2ccccc2)CC1	39%	-0.1%	-2.7%	i	-19%	1.3	40	-5.4%	1.1	-2%
Cc1noc(/C=C/N(C)C)c1S(=O)(=O)N(C)CC(=O)N1CCc2ccccc21	-6%	-0.3%	-2.1%	i	-10%	0.1	71	-2.1%	1.1	9%
CCN(CC)C(=O)Cn1c(=O)n(CCC(=O)Nc2ccc(F)cc2)c(=O)c2sccc21	20%	-0.1%	.	.	6%	-1.6	48	-1.9%	.	8%
Cc1cccc(OCCCC(=O)N2CCCc3ccccc32)c1C	0%	-0.1%	0.5%	i	3%	13	58	-3.6%	1.1	-11%
O=C(O)CN(c1ccccn1)S(=O)(=O)c1ccc(Cl)cc1	16%	0.3%	-3.6%	i	-9%	1.1	55	2.9%	1.1	-5%
CCc1ccc(/C=N/NC(=O)c2cc(C3CC3)nc3ccccc23)s1	-63%	-0.1%	-1.6%	i	3%	1.0	72	-2.1%	1.1	-20%
Cc1ncc(CO)c(/C=N/N=C/c2ccccc2O)c1O	11%	-0.1%	-1.9%	i	-32%	0.2	71	3.3%	1.1	-28%
CCCc1cc(=O)[nH]c(SCC(=O)Nc2ccc([N+](=O)[O-])cc2C#N)n1	20%	-0.2%	.	i	2%	-1.2	50	4.6%	.	22%
O=C(O)CSc1nnc(-c2cccnc2)n1Cc1ccccc1	7%	0.2%	0.6%	i	-17%	-0.4	57	-3.6%	1.1	8%
O=C(COC(=O)C1CCCCC1C(=O)N1CCc2ccccc21)NCc1ccco1 (stereo not drawn)	19%	0.0%	0.1%	.	14%	4.6	50	-0.1%	1.1	14%
O=C(COc1ncnc2ccccc12)Nc1cc([N+](=O)[O-])ccc1F	18%	-0.3%	.	i	-6%	0.9	56	2.6%	.	15%
CN(C)c1cc(C(F)(F)F)nc(-c2ccccn2)n1	-23%	-0.3%	-1.2%	i	-8%	-0.9	79	-2.9%	1	0%
O=c1[nH]c2ccccc2nc1/C=C/c1ccccc1	-28%	-0.3%	0.6%	i	-44%	4.0	50	1.9%	1.1	-73%
Cc1nn(CC(=O)N2CCOCC2)c(=O)c2ccccc12	-4%	-0.2%	-0.7%	i	2%	-1.4	85	-4.6%	1.1	-6%
O=C(O)CC(NC(=O)C(c1ccccc1)c1ccccc1)c1ccc(F)cc1 (stereo not drawn)	11%	-0.4%	15%	i	-10%	-0.1	34	-2.8%	1	12%
CN(C)S(=O)(=O)c1ccc(NC(=O)CSc2nc3ccccc3n2-c2ccccc2)cc1	32%	0.2%	-3.7%	i	52%	5.8	79	-1.9%	1	19%
COc1cc(-c2nc(C)c(C(C)=O)n2O)ccc1OCC(=O)Nc1ccc(F)cc1	19%	-0.4%	-0.1%	i	-29%	-0.2	35	-2.3%	1.1	5%
O=C(Cc1ccccc1)NNC(=O)Nc1cccc(Cl)c1	-31%	0.1%	0.3%	i	-14%	-3.0	77	3.8%	1	2%
Cc1cccc(C2c3[nH]c4ccccc4c3CCN2C(=O)CN2CCOC2=O)n1 (stereo not drawn)	-23%[20 µM]	-0.1%	-1.4%	i	-45%	1.0	64	.	1.1	0%
O=C(NC1CCS(=O)(=O)C1)c1cccs1 (stereo not drawn)	-32%	-0.2%	.	.	-31%	0.6	41	1.8%	.	-5%
COc1ccc(-c2cc(C3CCN(C(=O)OC(C)(C)C)CC3)[nH]n2)cc1	-15%	-0.2%	0.7%	i	-8%	5.2	45	-8.0%	0.6	2%
NS(=O)(=O)c1ccc(NC(=O)/C=C/c2ccco2)cc1	-18%	-0.1%	0.7%	i	-20%	0.3	41	-1.8%	1	-14%
CCc1sc(NC(=O)CN2CCC(C(N)=O)CC2)nc1-c1ccccc1	-19%	0.2%	.	.	-23%	-0.4	58	7.4%	.	5%
COc1ccc2c(c1)c1nc(SCC(C)C)n(CCO)c(=O)c1n2C	0%	-0.1%	0.9%	i	10%	2.3	95	-4.9%	1	16%
CCn1c(=N)c(C(=O)NCCCOC)cc2c(=O)n3cccc(C)c3nc21	-6%	-0.2%	1.2%	i	-13%	0.2	69	1.1%	1.1	-6%
Cc1cc(C)n(-c2ccc(C(C)C)cc2)c(=O)c1C#N	-6%[20 µM]	-0.1%	5.9%	i	-23%	0.4	84	-4.7%	1.1	27%
O=C(CSc1ccc2nnc(-c3cccnc3)n2n1)Nc1cccc(F)c1	2%	-0.1%	.	.	-26%	-0.1	70	6.7%	.	5%
CNC(=O)Cn1c(C)cc(=O)c2cccc(C)c21	-2%	-0.1%	.	i	-6%	0.7	48	0.0%	.	10%
COc1ccccc1NC(=O)C/C(N)=N/O	-6%	-0.1%	-3.0%	i	1%	-1.4	91	-2.4%	1.2	-6%
CC(C)CCNC(=O)CCn1nc(-c2ccc(Cl)cc2)ccc1=O	20%	0.0%	.	.	10%	0.3	88	-2.8%	.	23%
COCc1ccc(C(=O)N2CCCC(N(C)CCc3ccc(OC)c(OC)c3)C2)s1 (stereo not drawn)	-19%	-0.1%	.	.	0%	-0.2	60	3.9%	.	-13%
Cn1c(-c2ccccc2)nc2cnccc21	-14%	0.4%	.	i	-12%	-0.6	58	3.3%	.	-1%

From PubChem
